# Compound activity from PubChem.
# Anthrax LF prot: blocks Bacillus anthracis lethal factor protease; P15917; multiplex microsphere protease cleavage assay, LF; inhibition, % at 10 µM; hit rate 0.12% among 360,000; AID 588501; further: plate controls were buffer without enzyme for full effect and enzyme alone for no effect
# Target sequence (P15917 whole entry, looked up): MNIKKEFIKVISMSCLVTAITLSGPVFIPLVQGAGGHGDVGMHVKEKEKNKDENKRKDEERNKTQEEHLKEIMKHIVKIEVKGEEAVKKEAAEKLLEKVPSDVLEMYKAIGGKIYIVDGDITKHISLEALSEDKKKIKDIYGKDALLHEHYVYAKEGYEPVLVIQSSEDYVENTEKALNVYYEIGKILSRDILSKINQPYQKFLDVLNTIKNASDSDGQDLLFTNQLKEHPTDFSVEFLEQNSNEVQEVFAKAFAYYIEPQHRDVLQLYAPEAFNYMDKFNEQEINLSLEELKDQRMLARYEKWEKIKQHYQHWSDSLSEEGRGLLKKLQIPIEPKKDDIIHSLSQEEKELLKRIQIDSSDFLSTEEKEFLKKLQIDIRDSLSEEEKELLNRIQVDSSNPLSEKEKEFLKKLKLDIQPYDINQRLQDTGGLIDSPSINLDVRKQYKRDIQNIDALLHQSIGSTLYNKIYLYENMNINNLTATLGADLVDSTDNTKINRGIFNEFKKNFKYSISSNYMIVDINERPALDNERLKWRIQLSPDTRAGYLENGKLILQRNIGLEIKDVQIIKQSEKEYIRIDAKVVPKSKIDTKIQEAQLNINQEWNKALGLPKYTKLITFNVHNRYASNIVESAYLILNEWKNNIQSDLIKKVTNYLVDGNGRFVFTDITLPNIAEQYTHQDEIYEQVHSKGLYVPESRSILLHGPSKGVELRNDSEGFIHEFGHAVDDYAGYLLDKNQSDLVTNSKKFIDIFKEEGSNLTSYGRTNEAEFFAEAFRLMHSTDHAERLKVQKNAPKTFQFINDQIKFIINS
# BoNT A protease: blocks Botulinum neurotoxin A light chain protease | multiplex microsphere protease substrate cleavage, flow cytometry | inhibition, % at 10 µM | hit rate 0.17% among 360,000; further: plate controls were buffer without enzyme for full effect and enzyme alone for no effect
# FadD28 binding: M. tuberculosis FadD28 bisubstrate binding inhibition | AID 588549 | inhibition, % at 12.5 µM | hit rate 0.22% among 360,000 | FadD28 bisubstrate probe binding, fluorescence polarization; in the data active means inhibition above about 8.5%, passing the limit was not always enough; inconclusive means no clear call, values can overlap the other calls
# BoNT-F LC inh: BoNT F light chain protease inhibition; AID 588497; Multiplex microsphere protease cleavage assay, flow cytometry; hit rate 0.22% among 360,000; inhibition, % at 10 µM; in the data active means inhibition above about 35%, passing the limit was not always enough; inconclusive means no clear call, values can overlap the other calls; further: plate controls were buffer without enzyme for full effect and enzyme alone for no effect
# PrPC TRFRET: reduces human prion protein on the cell surface. cell surface PrPC, TR-FRET read-out. AID 720596. inhibition, % at 13.8 µM. P04156. hit rate 0.43% among 370,000; in the data active means inhibition above about 24%; further: 0% = median of the test wells and 100% = reference compound wells
# CCHF vOTU inh: blocks the CCHF virus ovarian tumor domain protease; CCHFV vOTU protease, Pep-AMC fluorescence; inhibition, % at 11.5 µM; hit rate 0.55% among 370,000; AID 651958; in the data active means inhibition above about 30%; further: 0% = vehicle wells with enzyme and 100% = no enzyme wells
# TcdB inh: blocks C. difficile toxin B glycohydrolase activity | P18177 | TcdB glycohydrolase enzymatic assay, plate reader | inhibition, % at 9.99 µM | hit rate 0.24% among 350,000 | AID 652162; in the data active means inhibition above about 10%
# PfHsp40 rescue: restores yeast growth despite PfHsp40 toxicity; S. cerevisiae expressing PfHsp40, growth rescue, ATP luminescence; growth rescue, % at 12.5 µM; hit rate 0.68% among 340,000; AID 504582; in the data active means growth rescue above about 28%, passing the limit was not always enough; inconclusive means no clear call, values can overlap the other calls;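 further: yeast W303a lacking pdr1 and pdr3 grown in galactose medium; growth measured after three days at 30 °C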
# Y pestis TopoI: blocks Yersinia pestis topoisomerase I activity | Y. pestis Topo-I cleavage product accumulation, plate reader | activity, % at 10 µM | hit rate 0.064% among 360,000 | AID 504884; in the data active means activity above about 50%, passing the limit was not always enough; inconclusive means no clear call, values can overlap the other calls; further: inactives centre near 2
# Numbers without * were called inactive; ? = inconclusive; . = no result given. Unless noted, no stated cut-off is given here; in the data, active means inhibition above about 30%; inconclusive means no clear call, values can overlap the other calls; inactive means below that.
SMILES,Anthrax LF prot,BoNT A protease,FadD28 binding,BoNT-F LC inh,PrPC TRFRET,CCHF vOTU inh,TcdB inh,PfHsp40 rescue,Y pestis TopoI
O=C(Cc1ccccc1Cl)Nc1ccc(S(=O)(=O)Nc2nccs2)cc1,-1,0.7,-4.1,2,4,1,-0.3,1.1,4
CCCCNC(=O)c1onc(CSc2ccc(F)c(F)c2)c1C(=O)NCCCC,-6,0.3,-0.3,-2,8,22,-4.4,8.5,39
O=C(O)CN=C(NS(=O)(=O)c1ccccc1)c1ccccc1,-4,-0.3,-1.2,3,-2,9,.,0.1,-10
O=C(COc1coc(CN2CCc3ccccc3C2)cc1=O)N1CCOCC1,-2,3.5,-1.9,3,-1,-4,0.4,-0.6,2
COc1ccccc1CNC(=O)C1CCN(S(=O)(=O)c2cccc3cccnc23)CC1,-14,-3.7,-0.4,-55,-8,1,0.7,1.6,8
Brc1cccc(-c2cnco2)c1,0,-0.8,-5.0,-3,-1,-6,0.9,-0.2,3
Cc1ccccc1N1CCN(C(=O)c2cc(C3CC3)nn2-c2ccccc2)CC1,-2,0.5,-3.4,-4,2,1,0.9,5.0,31
CCc1cccc(NC(=O)CN(C)S(=O)(=O)c2cccc3cccnc23)c1,5,1.0,0.6,-3,4,-6,-0.9,-0.9,5
CCOc1ccc(-c2nc(CN3CCCCC3CCn3cccn3)c(C)o2)cc1 (stereo not given),-4,-1.4,-1.0,-2,10,-3,0.9,0.3,10
COC(=O)C1Cc2c([nH]c3ccccc23)C(C(C)C)N1 (stereo not given),15,-0.1,-3.9,-19,-1,-21,1.3,0.1,-5
Cc1ccc(OCCNC(=O)c2cncc(Br)c2)cc1C,-2,-0.8,-4.2,-1,6,9,.,0.2,13
S=C(Nc1ccccc1)N1CCc2ccccc21,-21,-3.1,-0.7,?,1,-14,0.0,6.1,-5
COc1ccc(CCCc2nnc(SCc3nc4ccccc4c(=O)[nH]3)n2C)cc1,1,-0.3,-2.4,-10,-11,13,0.9,-1.5,-15
COc1ccc(C(=O)Nc2cccc(NC(=O)c3cccs3)c2)cc1OC,-8,-2.3,-8.8,-6,8,-12,0.3,0.2,1
COc1ccc(-c2nc(C)c(C(C)=O)n2O)cc1OC,3,-0.2,0.5,5,6,4,.,-0.5,-7
O=C(NCC1CCCO1)c1ccc[nH]1 (stereo not given),-2,1.4,-3.5,-1,7,-4,-0.7,0.1,3
CCC(NC(=O)COc1cc2c(c3oc(=O)c(C)c(C)c13)CCC(C)(C)O2)C(=O)O (stereo not given),2,0.2,-2.9,8,-6,-295,0.5,1.6,-1
CC1(C(=O)Nc2ccc(Cl)cc2)Cc2c(-c3ccc4c(c3)OCO4)ccnc2O1 (stereo not given),-3,-0.4,-4.3,0,0,3,1.5,.,7
O=C(CCCl)Nc1nc2c(s1)CCc1ccccc1-2,-8,-9.5,-8.3,?,11,-3,-0.1,1.1,7
O=C(NC1CCCC1)c1cnn2c(C(F)(F)F)cc(-c3ccc4c(c3)OCO4)nc12,2,1.8,-1.8,7,.,.,.,0.7,3
COc1cc(/C=C2/C(=N)N3N=C(C(C)C)SC3=NC2=O)ccc1OS(=O)(=O)c1ccccc1,-7,-1.4,-6.4,-5,-5,-7,-0.7,-4.1,0
Cc1ccc(OCCC(=O)OCC(=O)Nc2ccc3c(c2)OCCO3)cc1,-4,-2.2,-1.9,8,-3,5,2.5,0.3,13
O=C(N/N=C/c1ccc2nccnc2c1)c1ccncc1,2,-1.0,-2.3,13,-28,5,1.0,1.5,-2
CCOCc1nnc(NC(=O)c2cccs2)s1,1,-0.1,-4.3,-5,4,-11,.,0.3,6
CCOC(=O)c1c(NC(=S)Nc2ccc(Cl)cc2)sc(C)c1C,-2,0.5,0.5,4,-6,-17,.,1.6,11

# Following part:
SMILES,Anthrax LF prot,BoNT A protease,FadD28 binding,BoNT-F LC inh,PrPC TRFRET,CCHF vOTU inh,TcdB inh,PfHsp40 rescue,Y pestis TopoI
O=S(=O)(Oc1ccccc1C(=S)N1CCOCC1)c1ccc(Cl)cc1,0,-1.8,-0.2,-7,-2,-9,1.1,0.9,14
CS(=O)(=O)c1ccc(C2=C(CNC(=O)c3cccs3)[C@H]3CC[C@@H](C2)N3Cc2ccco2)cc1,-4,0.0,-2.5,-3,-11,16,1.1,.,-4
Cc1cc(-c2ccccc2)nc(N(C)NC(=O)c2c(F)cccc2F)c1S(C)(=O)=O,1,-0.2,-2.6,8,0,0,.,2.2,24
CC(C)CN(C(=O)CSc1nnc(-c2cccs2)n1N)c1c(N)n(Cc2ccccc2)c(=O)[nH]c1=O,1,-1.7,-3.2,-3,-4,-8,1.1,-0.3,3
Cc1nc([N+](=O)[O-])c(N2CCN(C)CC2)n1Cc1ccccc1,0,-0.8,0.7,-18,-2,-1,.,-1.4,3
O=C(OCC(=O)N1CCCCCC1)c1cccnc1Cl,0,0.1,-3.5,-4,-4,-2,-1.2,-0.2,1
Cn1c(CNS(=O)(=O)c2cccc(Cl)c2)cc(=O)n(C)c1=O,-6,-2.8,0.0,-9,-5,13,1.9,-0.3,0
CCNc1nc(NCC)nc(Oc2ccc(N)cc2)n1,-1,0.1,-3.1,-10,3,3,.,0.1,-7
Cc1cc(C(=O)COc2cc(F)ccc2[N+](=O)[O-])c(C)n1CC1CCCO1 (stereo not given),-2,-1.9,-1.0,0,-5,8,2.7,-0.6,10
O=C(NN=Cc1c[nH]c2ccccc12)NN=Cc1c[nH]c2ccccc12,-5,-0.8,-0.5,-4,5,15,0.9,.,-7
COc1cc(NC(=O)CN2C(=O)C(C)N(c3ccc(C)cc3)C2=O)cc(OC)c1 (stereo not given),.,.,-2.4,.,7,-3,1.2,-0.1,0
CCN1C(=O)N/C(=C/c2ccc(Sc3ccc(C)cc3)o2)C1=O,-4,0.2,-2.1,3,4,8,.,1.1,6
O=S(=O)(c1ccc(Br)cc1)N1CCCC1,12,-3.3,-2.7,0,6,3,0.1,12,-10
CCCCn1nc(C(=O)N(C)CC(=O)Nc2ccc(F)c(F)c2F)ccc1=O,-1,0.1,-3.4,-2,-11,9,0.8,-1.4,0
NC(Cc1ccc(Cl)cc1)c1csc(Nc2cnccn2)n1 (stereo not given),-1,-0.8,-7.1,-18,11,10,1.6,.,3
c1ccc(C2=Nn3c(nnc3-c3ccncc3)SC2)cc1,-2,0.3,-4.0,2,-14,5,.,2.8,10
CCOC(=O)N1CCC(NC(=O)c2oc3c(F)cccc3c2C)CC1,-2,0.6,0.2,-4,-2,-2,-1.0,-1.2,12
O=C(CN1C(=O)C(c2ccc(F)cc2)=NC12CCCC2)Nc1ccc(F)cc1,1,-0.1,-3.3,-8,17,1,1.3,19,1
Cc1nn2c(N3CCOCC3)cc(C(C)(C)C)nc2c1-c1ccc(Cl)cc1,-12,-1.5,0.7,4,-2,8,1.5,-0.8,-6
COc1ccc(CNC(=O)C(C)c2ccc([N+](=O)[O-])cc2)cc1 (stereo not given),-1,-1.7,-0.1,-13,-8,-8,1.2,1.0,4
Cc1ccc(NCCC(=O)c2cccc([N+](=O)[O-])c2)cc1,-3,0.1,-0.3,2,8,0,.,0.1,-12
O=C(c1ccco1)N1CCN(C(=O)c2ccc(CS(=O)c3cccc(Cl)c3)o2)CC1 (stereo not given),2,0.3,-4.7,0,-11,1,2.5,1.1,2
N#CC1(NC(=O)COC(=O)c2nccnc2N)CCCCC1,7,7.3,-4.0,-14,-2,-83,4.1,0.7,-12
C=CCNC(=O)CN1CCC(O)(c2ccccc2)CC1,-3,-0.1,-3.7,-7,3,-13,0.5,-2.4,-4
O=C(CNC(=O)OCc1ccccc1)NC1CCCCCC1,4,-0.4,-0.7,1,12,1,0.4,-0.6,6

# Whole records from above.
# Shown for COc1ccc(CNC(=O)C(C)c2ccc([N+](=O)[O-])cc2)cc1 (stereo not given) → Anthrax LF prot: -1; BoNT A protease: -1.7; FadD28 binding: -0.1; BoNT-F LC inh: -13; PrPC TRFRET: -8; CCHF vOTU inh: -8; TcdB inh: 1.2; PfHsp40 rescue: 1.0; Y pestis TopoI: 4
# Shown for COc1cc(NC(=O)CN2C(=O)C(C)N(c3ccc(C)cc3)C2=O)cc(OC)c1 (stereo not given) → Anthrax LF prot: .; BoNT A protease: .; FadD28 binding: -2.4; BoNT-F LC inh: .; PrPC TRFRET: 7; CCHF vOTU inh: -3; TcdB inh: 1.2; PfHsp40 rescue: -0.1; Y pestis TopoI: 0

# Further records follow:
SMILES,Anthrax LF prot,BoNT A protease,FadD28 binding,BoNT-F LC inh,PrPC TRFRET,CCHF vOTU inh,TcdB inh,PfHsp40 rescue,Y pestis TopoI
CC(C)c1nc(N2CCOCC2)c(C#N)c2c1CCCC2,-3,0.2,-0.2,24,-2,9,.,-0.9,30
COc1ccc(CCNC(=O)C2CCCN(S(=O)(=O)N3CC(C)CC(C)C3)C2)cc1OC (stereo not given),-5,-2.2,-0.2,2,2,4,0.3,-0.1,22
Cn1c(=O)c2c(ncn2CC(=O)N2CCc3ccccc3C2)n(C)c1=O,-4,-0.2,-0.9,-8,6,4,.,-0.1,2
Cc1cccc(CNC(=O)CCn2ccc3cc(S(=O)(=O)N4CCCC4)ccc32)c1,-2,-1.8,-1.4,-1,-7,15,0.0,2.0,-2
COC(=O)/C=c1/s/c(=C(\C#N)C(=O)NCc2ccco2)n(-c2ccccc2)c1=O,-3,-0.4,-2.8,-18,1,-4,.,0.7,0
C=CCNC(=O)COC(=O)COc1ccc(Cl)cc1C,2,-1.1,-1.7,-15,5,5,5.4,-1.4,4
c1ccc2c(CNc3ccc(CNc4ncn[nH]4)cc3)cccc2c1,0,-0.8,0.2,-4,9,10,.,1.1,-9
O=C(NCCCn1ccnc1)c1cc2nc(-c3ccc(Br)cc3)cc(C(F)(F)F)n2n1,-3,-0.5,-3.7,-8,-17,-3,.,-0.5,23
O=C1CC2(CCCCC2)Oc2ccccc21,3,0.0,0.1,1,2,3,0.4,-1.8,9
O=C(Nc1ccc2c(c1)OCO2)c1cnccn1,-2,-1.1,-0.6,-8,12,5,1.1,0.2,11
COc1ccc(/C=C2\NC(=O)C(C=NCc3ccccc3)=C2O)cc1,0,-2.0,1.6,-15,9,2,.,-1.5,2
Cc1ccc2c(CNCc3ccco3)cc(=O)oc2c1,-3,-0.3,-1.9,0,1,-3,.,1.1,8
CC(=O)Nc1ccc(NC(=O)CSc2ccc(C)cc2)cc1,-1,-0.3,2.4,8,7,6,.,-0.2,9
CCN(CC(=O)Nc1ccc(N2CCOCC2)cc1)CC(=O)NC(C)(C)C,-1,0.5,-2.1,-4,-5,7,.,0.0,-5
CC(CN1CCC(n2nccc2NC(=O)C2CCCC2)CC1)c1ccccc1 (stereo not given),0,-3.0,.,?,-3,-2,0.3,0.5,-4
CC(=O)N(Cc1ccc(Br)cc1)c1ccccc1C(=O)O,0,-0.2,-1.7,-2,-1,-3,-1.6,?,0
CN(C)CCNC(=O)C(=O)Nc1cc2c3c(c1)CCC(=O)N3CCC2,-1,-0.2,-1.5,1,-6,5,-0.5,0.4,-2
CCCCCOc1ccccc1C(=O)NCCCC(=O)O,3,-0.6,-2.4,-26,7,0,.,-1.8,3
COc1ccc(-n2nc(C(=O)NCC(=O)N3CCCCCC3)c3ccccc3c2=O)c(OC)c1,1,-0.7,-0.5,18,0,-6,1.1,1.7,8
COc1ccc2c(C)c(C(=O)N3CCN(Cc4ccccc4)CC3)oc2c1,-7,1.2,-2.2,14,-6,1,2.0,0.8,42
CCC(=O)Nc1ccccc1,-4,-0.5,0.1,1,-6,-2,-1.0,-1.2,-1
Nc1ccc2nc(SCC(=O)N3CCOCC3)sc2c1,2,-1.3,-0.3,0,0,-9,0.8,-1.0,-10
COc1ccc(OC)c(NC(=O)c2c3c(nc4ccccc24)CCC3)c1,-6,-2.2,-1.6,-29,.,.,1.7,0.0,-1
O=C(COC(=O)c1ccc(F)c(S(=O)(=O)N2CCOCC2)c1)Nc1ccc2[nH]c(=O)[nH]c2c1,-1,1.0,-1.2,2,10,17,-0.9,-2.0,-6
N#CC(c1ccccc1)c1ccc2c(C(F)(F)F)cc(C(F)(F)F)nc2n1 (stereo not given),-3,-0.5,-1.3,-1,-1,-1,.,-0.7,-7
O=C(NCCC1=CCCCC1)c1cc(-c2ccccn2)nc2ccccc12,-5,-0.5,-1.4,-8,-13,-8,-4.6,-0.5,3
CC(=O)c1cccc(NC(=O)COC(=O)C2=COCCO2)c1,3,0.9,-2.1,-2,4,0,.,0.9,-1
